# Assay outcomes from PubChem BioAssay.
# RGS4-Gao reg = modulates binding of RGS4 to human Galphao. P09471. Multiplexed bead flow cytometry; actives lie on both sides. binding response (% of control), % at 10 µM. 0.33% of 220,000 active. AID 1415; in the data active means binding response below about 49% or above about 150%; inactive means in between;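 further: fluorescent Galphao activated with aluminum fluoride binding bead-coupled RGS4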
# Bim-Bcl-W = human Bim-Bcl-W interaction inhibition. bead-based flow cytometry, Bim peptide-Bcl-W binding. 0.02% of 190,000 active. inhibition, % at 10 µM. AID 952;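 further: 0% = bound tracer without compound and 100% = peptide blocker; higher means less fluorescent Bim peptide bound to Bcl-W beads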
# Target sequence (Q92843 whole entry, looked up): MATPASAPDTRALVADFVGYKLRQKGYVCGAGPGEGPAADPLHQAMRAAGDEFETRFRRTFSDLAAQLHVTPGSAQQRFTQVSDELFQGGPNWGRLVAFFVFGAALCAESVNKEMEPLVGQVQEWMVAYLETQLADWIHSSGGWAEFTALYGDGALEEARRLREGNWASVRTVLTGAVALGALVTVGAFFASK
# GSH bead fluor = compound fluoresces at 488/530 nm on GSH beads; GSH beads flow cytometry, compound fluorescence 488/530 nm; stronger effect = higher value; fluorescence (KMESF) at 10 µM; 0.25% of 190,000 active; AID 1776; in the data active means fluorescence above about 89;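 further: glutathione beads carrying GST-tagged Bcl family fusion proteins plus one bare bead set; values are compound well signal with DMSO vehicle wells as background; inactives centre near 16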
# RGS7-Gao reg = regulators of human RGS7-Galphao interaction; Multiplexed bead flow cytometry, RGS7-Galphao binding; actives lie on both sides; 0.35% of 220,000 active; binding response (% of control), % at 10 µM; P09471; in the data active means binding response below about 49% or above about 150%; inconclusive means no clear call, values can overlap the other calls; inactive means in between;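 further: fluorescent Galphao held in activated GDP-AlF4 state binding bead-coupled RGS7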
# Bim-Bcl-B = disrupts Bim peptide binding to human Bcl-B | bead-based flow cytometry | inhibition, % at 10 µM | 0.073% of 190,000 active | AID 951;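 further: 0% = tracer peptide without compound and 100% = reference inhibitor peptide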
# Target sequence (Q9HD36 whole entry, looked up): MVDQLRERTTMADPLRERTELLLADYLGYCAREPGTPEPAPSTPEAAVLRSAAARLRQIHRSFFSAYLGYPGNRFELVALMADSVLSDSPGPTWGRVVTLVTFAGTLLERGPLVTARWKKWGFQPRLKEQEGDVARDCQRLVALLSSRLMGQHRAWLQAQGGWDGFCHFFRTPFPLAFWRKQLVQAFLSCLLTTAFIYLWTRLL
# RGS8-Gao reg = regulators of human RGS8-Galphao interaction; multiplexed bead flow cytometry, RGS8-Galphao binding; actives lie on both sides; response (percent of control binding), % at 10 µM; AID 1423; 0.34% of 220,000 active; in the data active means response below about 60% or above about 140%; inactive means in between;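 further: Galphao activated as the GDP aluminium fluoride complex binding bead-coupled RGS8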
# Bim-Bcl-2 = inhibitors of Bim-Bcl-2 interaction, human; P10415; Bead-based flow cytometry, Bim peptide-Bcl-2 binding; 0.06% of 190,000 active; inhibition, % at 10 µM; in the data active means inhibition above about 40%; inconclusive means no clear call, values can overlap the other calls;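 further: 0% = no compound wells with probe peptide and 100% = reference peptide inhibitor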
# Mcl1-Bid inh = disrupts binding of human Mcl-1 to Bid peptide; Q07820; TR-FRET Mcl-1/Bid-Dy647 peptide binding, 1536-well; inhibition, % at 21.7 µM; 0.97% of 220,000 active;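 active means compounds that cut the binding signal by more than half at the single screening dose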;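 further: His-tagged Mcl-1 with europium anti-His antibody binding Bid BH3 peptide; 0% = Mcl-1 plus peptide wells and 100% = peptide-only wells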
# Target sequence (Q07820 whole entry, looked up): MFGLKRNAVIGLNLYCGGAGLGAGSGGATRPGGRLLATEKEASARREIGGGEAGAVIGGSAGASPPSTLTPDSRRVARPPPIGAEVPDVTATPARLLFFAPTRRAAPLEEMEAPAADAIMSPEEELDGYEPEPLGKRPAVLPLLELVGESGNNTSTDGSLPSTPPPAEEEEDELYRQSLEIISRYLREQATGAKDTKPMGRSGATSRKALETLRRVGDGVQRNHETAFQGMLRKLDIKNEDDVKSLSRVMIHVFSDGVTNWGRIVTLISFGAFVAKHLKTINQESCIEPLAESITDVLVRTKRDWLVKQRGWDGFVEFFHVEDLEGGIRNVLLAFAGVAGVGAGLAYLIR
# Bcl-XL Bim block = disrupts Bim peptide binding to human Bcl-XL. Q07817. bead flow cytometry, fluorescence. inhibition, % at 10 µM. 0.04% of 190,000 active. AID 1007
# Target sequence (Q07817 whole entry, looked up): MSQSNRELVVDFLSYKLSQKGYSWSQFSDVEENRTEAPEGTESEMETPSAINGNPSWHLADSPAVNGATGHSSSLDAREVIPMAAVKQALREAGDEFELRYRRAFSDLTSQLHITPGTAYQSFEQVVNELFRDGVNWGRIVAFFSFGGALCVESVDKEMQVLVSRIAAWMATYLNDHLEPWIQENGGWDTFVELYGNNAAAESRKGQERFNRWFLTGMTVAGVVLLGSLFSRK
# Bim-Mcl-1 = human Bim-Mcl-1 interaction inhibition; Q07820; Bead-based flow cytometry, Bim peptide-Mcl-1 binding; inhibition, % at 10 µM; 0.1% of 190,000 active; AID 1009;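 further: 0% = no compound tracer wells and 100% = peptide blocker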
# Bfl-1 Bim block = disrupts Bim binding to human Bfl-1; Q16548; Bead-based flow cytometry, Bim-Bfl-1 binding inhibition; inhibition, % at 10 µM; 0.12% of 190,000 active;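 further: 0% = wells without compound plus tracer and 100% = blocker peptide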
# Active calls of the source: *; ? = inconclusive; / = no result given. Unless noted, no stated cut-off is given here; in the data, active means inhibition above about 40%.
SMILES,RGS4-Gao reg,Bim-Bcl-W,GSH bead fluor,RGS7-Gao reg,Bim-Bcl-B,RGS8-Gao reg,Bim-Bcl-2,Mcl1-Bid inh,Bcl-XL Bim block,Bim-Mcl-1,Bfl-1 Bim block
CSc1ncc(C(C)=O)c(C)n1,99,-1,17,103,-2,101,-3,-4,-4,-3,-4
O=C(CSc1nc2ccccc2o1)Nc1nncs1,89,-1,23,89,0,90,4,-13,0,-6,9
CCOC(=O)C(C(=O)OCC)[C@@H]1CS(=O)(=O)C[C@H]1C(C(=O)OCC)C(=O)OCC,106,-2,8,109,0,102,-6,-7,-6,0,-3
O=C(NCc1ccccc1)NS(=O)(=O)c1ccccc1Cl,101,1,37,99,-4,105,-4,2,8,0,-7
CC(=O)Nc1ccc(NC(=O)CSc2nnc(C)c(=O)[nH]2)cc1,99,-3,13,?,-2,102,-1,-39,-2,-1,-4
CCSc1nnc(CNC(=O)C23CC4CC(CC(C4)C2)C3)n1Cc1ccccc1,101,-5,12,104,-12,100,-4,21,-5,-5,-4
O=C(Cc1cccs1)N(Cc1cccs1)C1(C(=O)NC2CCCCC2)CCCCC1,104,1,39,103,-9,100,-3,-6,-3,0,-7
CC(=O)N1CC=CC1(C)C(=O)O (stereo not drawn),103,-4,17,99,-5,102,-2,-7,-3,0,0
CCn1cc(-c2ccnc3cc(C(=O)O)nn23)c(C)n1,103,0,13,?,-1,102,0,-10,-2,0,-4
CCCCSc1cc(C)nc2ncnn12,101,-4,13,101,-5,100,-3,-21,-8,-2,-1
Cc1nn(C(C)(C)C)c(OC(=O)c2cccs2)c1S(=O)(=O)c1ccccc1,101,5,60,97,-6,100,-6,8,-10,-1,-13
Cc1cc(C(=O)N2CCN(c3ccccn3)CC2)c(C)o1,101,1,33,99,0,100,-2,/,-2,2,-2
O=C(CCC(=O)OCc1ccc(C(=O)Oc2ccc(Cl)cc2)cc1)Nc1ccccc1,104,-7,16,103,-11,108,-3,18,-6,-3,-5
COc1ccccc1C1C([N+](=O)[O-])=CC([N+](=O)[O-])=CN1C (stereo not drawn),93,0,8,95,-14,97,2,-45,-3,-2,11
O=C(c1cc2n(n1)C(C(F)(F)F)CC(c1ccc(Cl)cc1)N2)N1CCCC1 (stereo not drawn),105,5,50,102,-2,101,-3,-31,1,8,-9
CC(=O)Nc1ccc(NS(C)(=O)=O)cc1,85,0,10,96,0,91,4,-3,1,0,1
CC(NC(=O)c1ccco1)C(=O)Nc1nc(-c2ccccn2)cs1 (stereo not drawn),99,-1,46,96,-6,100,-7,-81,1,-2,-9
O=C(c1cc(C2CC2)on1)N1CCN(c2ccc(F)cc2)CC1,99,0,19,103,-6,98,-10,-32,-4,-1,-9
O=C(CSc1nnc(-c2cccc(S(=O)(=O)N3CCCCC3)c2)o1)c1ccc[nH]1,89,3,36,99,0,94,2,-28,-5,2,5
O=C(Nc1c(-c2ccccc2)nc2c(Br)cc(Br)cn12)c1ccco1,101,0,19,99,0,101,0,-21,0,-2,-1
CC(=O)N1CCN(C(=O)CNc2cc(C(F)(F)F)ccc2OCC(F)(F)F)CC1,96,2,13,97,-8,98,-10,-36,-4,1,-8
O=C(c1ccc(N2CCCCS2(=O)=O)cc1)N1CCN(c2ccc(N3CCOCC3)nn2)CC1,102,-1,24,104,-7,105,-6,-3,0,2,-8
O=C(/C=C/c1ccco1)Nc1nnc(-c2ccco2)s1,102,-3,11,98,-6,100,-4,-35,-3,-2,-4
CCOC(=O)c1[nH]c(=O)[nH]c1CN(Cc1ccco1)Cc1[nH]c(=O)[nH]c1C(=O)OCC,100,-3,17,103,-5,102,-3,-44,-5,-2,-5
COc1ccc(OC)c2[nH]c(=O)c(CCNC(=O)C(=O)c3c(C)[nH]c4ccccc34)cc12,101,-4,7,103,-10,105,-1,-9,-5,-3,-3
O=C(COc1ccccc1)Nc1cc(C(F)(F)F)ccc1N1CCCC1,100,-3,27,100,-5,100,0,-17,-6,-4,-4
O=C(c1cccc(Cl)c1Cl)N1CCN(c2ccccn2)CC1,98,-5,34,95,-11,100,-14,-10,-13,-7,-25
COc1cc(Cl)c(C)cc1NC(=O)CN(C)Cc1cccc(OC)c1OC,96,-7,17,?,-6,96,-6,4,-6,-7,-5
COc1ccc(OC)c(N(CC(=O)N2CCC(C)CC2)S(=O)(=O)c2ccccc2)c1,119,7,6,101,3,105,4,-12,5,2,0
O=C(C[n+]1ccc(C(=O)N/N=C/c2ccc(Cl)cc2Cl)cc1)c1ccccc1,85,2,23,97,1,88,0,-10,-1,-1,1
C[C@H](NC(=O)c1nc[nH]c1C(=O)NCc1ccccc1)C(=O)OC(C)(C)C,39*,-1,20,26*,6,42*,4,1,4,2,4
O=C(CCN1CCOCC1)Nc1ccc2c(c1)CCC2,104,-3,33,104,-6,119,-8,-7,-1,-8,-7
CC(OC(=O)c1oc2ccccc2c1COc1ccccc1)C(=O)NC(N)=O (stereo not drawn),94,-4,24,95,-8,97,-5,-12,-3,-5,-5
COc1ccc(Cl)cc1C(=O)Nc1ccc(Br)c(C)n1,88,0,14,90,-1,94,3,29,-2,0,-3
O=C(COc1ccc(Br)cc1Cl)NC(=O)Nc1ccc2c(c1)OCCO2,103,0,15,103,-4,103,-3,-7,-2,0,-4
CCN(CCO)c1ccc(NC(=S)Nc2cccc(S(=O)(=O)N(C)C)c2)cc1,60,-5,63,58,-6,96,0,-34,-4,-3,4
CNC(=O)c1c(Cl)cnn1-c1ccc(F)cc1,101,1,11,97,-1,102,-1,-16,-2,-1,-5
O=C1C2C(C(=O)N1Cc1cccnc1)C1C=CC2C12CC2 (stereo not drawn),101,-1,19,98,-1,94,-4,-11,1,-2,-2
COc1ccc(/C=N/NC(=O)CSc2nnc(CCCc3ccc(OC)c(C)c3)o2)cc1,99,-1,30,94,-5,99,-5,-26,-7,0,-9
Cc1cc(NCCCO)n2c(nc3ccccc32)c1C#N,97,0,20,98,1,99,0,6,1,0,1
Cc1ccc2c(CN3CCN(CCO)CC3)cc(=O)oc2c1C,100,-1,32,96,-5,99,-9,2,6,-1,-11
CCN(CC)CCCNc1oc(-c2cccc(Cl)c2)nc1C#N,108,0,12,108,0,114,-2,-16,-2,1,-1
CCOC(=O)c1c(NC(=O)CSc2nnc(-c3cccnc3)n2Cc2ccco2)sc(C)c1C,91,3,56,88,-5,94,-2,-9,-12,2,-3
CC1CN(S(=O)(=O)c2cccc3nsnc23)CC(C)O1 (stereo not drawn),101,-5,15,103,-4,101,2,0,-3,-1,0
CCCc1cc(C(=O)NNC(=S)NCC)c2ccccc2n1,103,0,5,104,-16,101,3,-32,0,-3,3
Cc1ccc(NC(=O)CN2C(=O)N/C(=C\c3cccn3-c3cccc(C(=O)O)c3)C2=O)cc1,96,0,11,?,-2,96,-1,-78,0,0,-4
CCCS(=O)(=O)N1CCN(CCN2C(=O)c3cccc4cccc(c34)C2=O)CC1,102,9,10,96,-3,97,-4,-28,0,13,-4
O=C(/C=C/c1ccco1)NC(=S)Nc1ccccc1N1CCOCC1,102,1,23,102,-1,102,5,-73,2,0,6

# Four of these compounds, reformatted.
SMILES | RGS4-Gao reg | Bim-Bcl-W | GSH bead fluor | RGS7-Gao reg | Bim-Bcl-B | RGS8-Gao reg | Bim-Bcl-2 | Mcl1-Bid inh | Bcl-XL Bim block | Bim-Mcl-1 | Bfl-1 Bim block
CCOC(=O)c1c(NC(=O)CSc2nnc(-c3cccnc3)n2Cc2ccco2)sc(C)c1C | 91 | 3 | 56 | 88 | -5 | 94 | -2 | -9 | -12 | 2 | -3
CC1CN(S(=O)(=O)c2cccc3nsnc23)CC(C)O1 (stereo not drawn) | 101 | -5 | 15 | 103 | -4 | 101 | 2 | 0 | -3 | -1 | 0
CCCc1cc(C(=O)NNC(=S)NCC)c2ccccc2n1 | 103 | 0 | 5 | 104 | -16 | 101 | 3 | -32 | 0 | -3 | 3
Cc1ccc(NC(=O)CN2C(=O)N/C(=C\c3cccn3-c3cccc(C(=O)O)c3)C2=O)cc1 | 96 | 0 | 11 | ? | -2 | 96 | -1 | -78 | 0 | 0 | -4

# The list continues:
SMILES,RGS4-Gao reg,Bim-Bcl-W,GSH bead fluor,RGS7-Gao reg,Bim-Bcl-B,RGS8-Gao reg,Bim-Bcl-2,Mcl1-Bid inh,Bcl-XL Bim block,Bim-Mcl-1,Bfl-1 Bim block
N#C/C(=C\c1ccc(N2CCOCC2)o1)c1ccccc1,92,2,45,92,1,90,0,28,4,2,3
CN1/C(=C\C(=O)CSc2cccc[n+]2[O-])C(C)(C)c2ccccc21,101,-1,15,?,-14,100,-2,-11,-1,0,0
Cc1ccc2[nH]c(C(=O)O)c(NC(=O)CN3CCN(c4cccc(C)c4C)CC3)c2c1,101,13,4,101,4,103,7,24,4,5,6
Cc1ccc(Nc2ccc(C(=O)O)cc2N)cc1,93,0,17,92,-1,97,0,-36,-1,-1,2
CCn1cnc2c1c(=O)n(CC(=O)Nc1cc(C)on1)c(=O)n2Cc1ccccc1,104,-1,20,102,-4,108,-3,-10,-1,-4,-1
COc1ccc(-c2noc(CCCC(=O)Nc3ccc(C(N)=O)cc3)n2)cc1,104,0,55,100,-8,106,-8,-45,-5,0,-16
CCOc1cc(Cl)c(NC(=O)CC)cc1OCC,89,-2,10,94,-5,96,-4,-3,-4,-4,1
O=C(NCCc1ccccc1)C1CCC(CNc2c(N3CCCCC3)c(=O)c2=O)CC1 (stereo not drawn),110,-2,13,108,-6,111,0,-16,-5,-3,-3
COC(=O)C1=C(C)N(c2ccc(C)cc2)/C(=C/c2cccs2)C1=O,94,-5,41,93,-10,93,-10,-2,-13,-3,-12
O=C1OC(c2ccc(F)cc2)=C/C1=C\c1ccc([N+](=O)[O-])o1,109,-4,20,115,-9,98,-3,-20,-6,-3,-6
COC(=O)/C=C1\N/C(=N\c2nc(C)cc(C)n2)N(c2ccc(C)cc2)C1=O,97,-3,9,98,-3,96,0,-5,-5,-4,-3
O=C(O)CCc1ccc(-c2ccc(Cl)cc2)n1Cc1ccco1,99,-1,41,99,-8,96,-5,-12,-17,-4,-9
CCCCCCNC(=O)Cc1c(O)c2ccccc2[nH]c1=O,90,3,18,88,-3,94,-2,-28,0,2,0
CCOc1ncccc1C(=O)Nc1nc(SC)ns1,98,0,9,?,0,98,-2,-23,-1,-1,-4
O=C(CN1CCN(Cc2ccccc2)CC1)NC(=O)NC1CCCCC1,98,2,15,94,-8,99,-1,-12,0,-2,-6
COC(=O)N/N=C/c1ccc([N+](=O)[O-])o1,97,-19,31,97,-29,101,-19,-16,-21,-19,-22
Cc1cc2nc(-c3ccco3)cc(C(F)(F)F)n2n1,102,0,14,99,-6,100,-8,-12,-1,1,-10
CCn1c(CCCc2ccc(OC)c(C)c2)n[nH]c1=S,100,-2,14,?,-21,98,-3,-38,-4,-6,3
CCNc1nc(NC(C)C)nc(OCCNS(=O)(=O)c2cc(C)ccc2C)n1,101,-2,23,100,0,93,0,-6,-2,-5,-6
COc1ccc([N+](=O)[O-])cc1N(CC(=O)NC1CCCC1)S(C)(=O)=O,106,0,17,109,2,106,5,15,-5,0,4
O=C(NCCO)c1c(O)c2cccc3c2n(c1=O)CC3,108,-3,13,105,-1,104,-6,-15,-2,-4,-3
COc1ccc(C(=O)c2cc([N+](=O)[O-])ccc2N2CCCC2)cc1,100,2,13,103,-3,106,-6,-14,0,1,-4
O=C1CN(CC(=O)NC(=O)NCc2ccccc2)CCN1,101,-8,18,101,-11,103,-4,-18,-13,-24,-3
